Screening data (PubChem)
mIAP act = increases mouse intestinal alkaline phosphatase activity; muIAP, CDP-Star luminescence, 30 min; hits give high values; 1 = vehicle-only enzyme signal, 0 = enzyme-free wells; activation factor at 10 µM; 330,000 compounds, 0.24% hits; AID 2805;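 active = activation factor of at least 2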; also: the source names both 10 and 20 µM as test concentration; values of inactives mirror those of a sister screen read the other way
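System: Mouse IAP enzyme | Also added: CDP-Star substrate | Dosing: Compounds dispensed in DMSO | Schedule: 30 min enzyme-substrate-compound incubation at room temperature | Technique: Chemiluminescence readout | Control set: DMSO-only wells and no-enzyme negative control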
A3G deaminase = inhibitors of human APOBEC3G DNA deaminase; Q9HC16; recombinant A3G, ssDNA deamination FAM/TAMRA fluorescence; inhibition, % at 20 µM; 330,000 compounds, 0.28% hits; AID 493012;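 active = inhibition of at least 40% at 20 µM, with no more than 30% in the related APOBEC3A deaminase screen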;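 also: plate controls were DMSO wells with A3G for no effect and wells lacking A3G enzyme for full effect; some compounds called inactive have numbers as strong as hits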
Target sequence (Q9HC16 whole entry, looked up): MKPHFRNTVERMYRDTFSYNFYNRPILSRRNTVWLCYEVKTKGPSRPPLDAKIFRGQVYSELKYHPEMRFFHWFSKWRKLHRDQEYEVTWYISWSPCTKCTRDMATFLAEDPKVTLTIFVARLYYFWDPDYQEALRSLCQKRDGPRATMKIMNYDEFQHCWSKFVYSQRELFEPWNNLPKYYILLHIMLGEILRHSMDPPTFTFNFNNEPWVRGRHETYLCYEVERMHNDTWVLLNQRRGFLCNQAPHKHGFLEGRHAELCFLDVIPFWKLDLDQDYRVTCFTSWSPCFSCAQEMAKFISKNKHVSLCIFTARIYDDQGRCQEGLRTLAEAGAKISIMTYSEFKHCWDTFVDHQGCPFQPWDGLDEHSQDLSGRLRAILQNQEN
beta cell repl = inducers of beta-cell replication in MIN6 cells | MIN6 cells proliferation, ATPlite luminescence, 48 h; cells starved in 0.2% serum; 100% = growth in 10% serum | proliferation, % at 10 µM | 330,000 compounds, 0.29% hits;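 active = compounds whose signal lies at least 3.5 SD above the mean of all wells on their plate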;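 also: 0% = DMSO-treated cells in low-serum medium and 100% = 10% serum control; some compounds called inactive have numbers as strong as hits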
hIAP activ = human IAP activation | AID 2524 | P09923 | activation factor at 10 µM | purified human IAP, CDP-Star luminescence, 30 min; hits give high values; 1 = vehicle-only enzyme, 0 = enzyme-free background | 330,000 compounds, 0.16% hits;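 active = activation factor of the enzyme at least 2-fold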; also: the source names both 10 and 20 µM as test concentration; values of inactives mirror those of a sister screen read the other way
Target sequence (P09923 whole entry, looked up): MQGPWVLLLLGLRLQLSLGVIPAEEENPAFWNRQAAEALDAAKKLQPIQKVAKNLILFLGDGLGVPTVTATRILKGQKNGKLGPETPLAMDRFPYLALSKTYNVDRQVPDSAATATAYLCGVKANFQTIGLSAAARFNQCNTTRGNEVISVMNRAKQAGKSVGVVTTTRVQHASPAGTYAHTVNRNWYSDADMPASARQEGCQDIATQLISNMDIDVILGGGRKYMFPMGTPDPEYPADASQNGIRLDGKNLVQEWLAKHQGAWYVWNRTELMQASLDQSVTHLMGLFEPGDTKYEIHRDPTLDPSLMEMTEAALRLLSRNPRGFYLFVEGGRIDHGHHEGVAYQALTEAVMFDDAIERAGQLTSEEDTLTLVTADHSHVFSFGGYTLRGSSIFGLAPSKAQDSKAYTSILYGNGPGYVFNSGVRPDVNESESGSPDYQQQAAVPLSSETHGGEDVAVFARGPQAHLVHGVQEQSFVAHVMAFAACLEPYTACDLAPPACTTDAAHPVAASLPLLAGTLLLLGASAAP
hIAP block = blocks human intestinal alkaline phosphatase; P09923; purified IAP, CDP-Star luminescence, 30 min; inhibition, % at 10 µM; 330,000 compounds, 0.12% hits;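 active = inhibition reaching a set limit with compound at 10 µM in the primary screen, cut at about 35% in these data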;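 also: plate controls were DMSO wells with enzyme for no effect and no-enzyme buffer wells for full effect; values of inactives mirror those of a sister screen read the other way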
A3A deaminase = human APOBEC3A DNA deaminase inhibition; P31941; recombinant A3A, FAM/TAMRA ssDNA deamination fluorescence; inhibition, % at 20 µM; 330,000 compounds, 0.41% hits;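 active = at least 40% inhibition at 20 µM here, with at most 30% in a related deaminase screen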;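 also: plate controls were A3A with DMSO for no effect and wells lacking A3A enzyme for full effect; some results filed as inactive read as strong as hits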
Target sequence (P31941 whole entry, looked up): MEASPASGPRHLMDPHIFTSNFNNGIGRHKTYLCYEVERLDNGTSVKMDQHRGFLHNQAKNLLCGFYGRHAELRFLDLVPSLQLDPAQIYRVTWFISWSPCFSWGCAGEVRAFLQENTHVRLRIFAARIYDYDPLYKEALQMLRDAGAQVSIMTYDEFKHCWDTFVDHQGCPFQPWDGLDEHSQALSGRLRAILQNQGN
GRIN3A LBD mod = modulators (binders) of human NR3A ligand-binding domain; NR3A LBD differential scanning fluorimetry, Tm shift; 0% = protein alone, 100% = glycine-bound protein; Tm shift relative to glycine control, % at 25 µM; 340,000 compounds, 2.5% hits; AID 1259313;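 active = melting temperature shift of at least 10% of the positive control shift, at one fixed dose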
mIAP inh = blocks mouse intestinal alkaline phosphatase; purified mouse IAP, CDP-Star luminescence, 30 min; inhibition, % at 10 µM; 330,000 compounds, 0.2% hits; AID 2806;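 active = inhibition of at least 40% at 10 µM in the primary screen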;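 also: plate controls were DMSO with enzyme for no effect and no enzyme wells for full effect; values of inactives mirror those of a sister screen read the other way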
MPTP inh = blocks calcium-induced mitochondrial swelling. AID 602449. isolated mouse mitochondria, Ca2+ swelling absorbance, 30 min. 360,000 compounds, 1.4% hits. inhibition, % at 10 µM;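 active = inhibition of 50% or more, scaled per plate between neutral and stimulator controls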;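 also: 0% = DMSO wells given calcium and 100% = 1 mM EGTA wells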
* = called active by the depositor.

For Cn1cc(CNC(=O)C2CCCCC2)cn1 the results were mIAP act 0.98, A3G deaminase -7, beta cell repl -2, hIAP activ 0.88, hIAP block 12, A3A deaminase -5, GRIN3A LBD mod -14, mIAP inh 2 and MPTP inh -0.6.
O=C(Nc1cc2c(=O)n(-c3ccc(Oc4ccccc4)cc3)ccc2oc1=O)c1ccccc1 was read as mIAP act 1.1, A3G deaminase 3, beta cell repl -2, hIAP activ 1.1, hIAP block -14, A3A deaminase -2, GRIN3A LBD mod -3, mIAP inh -10 and MPTP inh 3.0.
Cc1cccc(CN2CCC(C(=O)Nc3cccc(-c4cscn4)c3)CC2)n1 was read as mIAP act 1.2, A3G deaminase -2, beta cell repl -2, hIAP activ 1.2, hIAP block -17, A3A deaminase 1, GRIN3A LBD mod 7, mIAP inh -16 and MPTP inh -0.7.
`Cc1cc(NC(=O)c2ccc(N3C(=O)C4C5C=CC(C5)C4C3=O)cc2)no1` (stereo not given) gave mIAP act 0.92, A3G deaminase -5, beta cell repl -1, hIAP activ 3*, hIAP block -201, A3A deaminase -4, GRIN3A LBD mod 0, mIAP inh 8 and MPTP inh 0.4.
For COc1ccccc1N1CCN(C(=O)C(C)N(c2ccc(C)c(C)c2)S(C)(=O)=O)CC1 (stereo not given) the results were mIAP act 1.1, A3G deaminase -1, beta cell repl 0, hIAP activ 1.1, hIAP block -10, A3A deaminase 2, GRIN3A LBD mod 0, mIAP inh -10 and MPTP inh -0.8.
For COc1ccc(-c2nnc(SCC(=O)NNC(=O)c3ccc(C)cc3)o2)cc1 the results were mIAP act 0.95, A3G deaminase -4, beta cell repl 1, hIAP activ 1.6, hIAP block -62, A3A deaminase 0, GRIN3A LBD mod 2, mIAP inh 5 and MPTP inh 0.2.
`O=C(Nc1cccc(S(=O)(=O)NC2=NCCCCC2)c1)c1cc(-c2ccccc2)nc2ccccc12` gave mIAP act 0.93, A3G deaminase -1, beta cell repl 0, hIAP activ 0.93, hIAP block 7, A3A deaminase 1, GRIN3A LBD mod 0, mIAP inh 7 and MPTP inh 0.2.
Screening CCc1ccc(NC(=S)N(CCCN2CCN(C)CC2)Cc2cccs2)cc1 returned mIAP act 0.92, A3G deaminase -5, beta cell repl -2, hIAP activ 1, hIAP block -2, A3A deaminase -1, GRIN3A LBD mod -4, mIAP inh 8 and MPTP inh -0.1.
`CCOC(=O)c1ccc2[nH]c3c(c2c1)CN(C)CC3` gave mIAP act 1, A3G deaminase -4, beta cell repl -1, hIAP activ 0.88, hIAP block 12, A3A deaminase -2, GRIN3A LBD mod 1, mIAP inh -2 and MPTP inh 0.6.
Screening CCOCCOc1cccc(C(=O)NC(c2ccccc2)c2ccccc2)c1 returned mIAP act 0.97, A3G deaminase -7, beta cell repl -1, hIAP activ 1.1, hIAP block -9, A3A deaminase -5, GRIN3A LBD mod 0, mIAP inh 3 and MPTP inh 1.4.
For NC(=O)NC(Cc1ccccc1)C(=O)NNC(=O)COc1ccccc1Cl (stereo not given) the results were mIAP act 0.85, A3G deaminase -6, beta cell repl -1, hIAP activ 1.2, hIAP block -22, A3A deaminase -3, GRIN3A LBD mod -1, mIAP inh 15 and MPTP inh -1.4.
O=C(CN1CCCC1)Nc1c2c(nc3ccccc13)N(Cc1ccccc1)CC2 was read as mIAP act 1, A3G deaminase -7, beta cell repl -2, hIAP activ 1, hIAP block 0, A3A deaminase -5, GRIN3A LBD mod -18, mIAP inh -2 and MPTP inh 0.0.
Nc1cc(Cl)nc(N/N=C/c2ccc([N+](=O)[O-])cc2)n1 was read as mIAP act 0.98, A3G deaminase -6, beta cell repl 0, hIAP activ 0.9, hIAP block 10, A3A deaminase 0, GRIN3A LBD mod 21*, mIAP inh 2 and MPTP inh -0.4.
`CCCc1ccc2oc(C(=O)N(C)Cc3ccn[nH]3)c(C)c2c1` gave mIAP act 0.93, A3G deaminase -5, beta cell repl -3, hIAP activ 0.99, hIAP block 1, A3A deaminase -4, GRIN3A LBD mod -2, mIAP inh 7 and MPTP inh -0.2.
`COc1ccccc1C(CNC(=O)c1cccc(S(=O)(=O)NCc2ccccc2)c1)N(C)C` (stereo not given) gave mIAP act 1.1, A3G deaminase -2, beta cell repl -4, hIAP activ 1.1, hIAP block -6, A3A deaminase 1, GRIN3A LBD mod 2, mIAP inh -5 and MPTP inh 1.1.
`CC1CCc2nn(CC(=O)NCCCN3CCOCC3)cc2C1` (stereo not given) gave mIAP act 1, A3G deaminase 1, beta cell repl -2, hIAP activ 0.87, hIAP block 13, A3A deaminase 1, GRIN3A LBD mod 2, mIAP inh -1 and MPTP inh -1.9.
For CCCCCCOc1ccc(N2C(=O)CC(N(CCc3ccc(S(N)(=O)=O)cc3)C(C)=O)C2=O)cc1 (stereo not given) the results were mIAP act 1, A3G deaminase -7, beta cell repl 3, hIAP activ 0.87, hIAP block 13, A3A deaminase 2, GRIN3A LBD mod -13, mIAP inh 0 and MPTP inh -0.4.
Screening COc1cc2c(cc1OC)CN(C(=O)c1oc3ccccc3c1C)CC2 returned mIAP act 1.1, A3G deaminase -6, beta cell repl 0, hIAP activ 1.1, hIAP block -13, A3A deaminase 12, GRIN3A LBD mod -1, mIAP inh -5 and MPTP inh 0.7.
Screening Cc1ccc(S(=O)(=O)NNC(=O)c2ccc(NC(=O)C3CC3)cc2)cc1 returned mIAP act 0.98, A3G deaminase -1, beta cell repl 1, hIAP activ 1.1, hIAP block -13, A3A deaminase 3, GRIN3A LBD mod -1, mIAP inh 2 and MPTP inh 3.4.
Screening COc1ccc(CCNc2ccc(N3C(=O)CC(C)C3=O)cc2[N+](=O)[O-])cc1 (stereo not given) returned mIAP act 0.96, A3G deaminase 0, beta cell repl -1, hIAP activ 0.8, hIAP block 20, A3A deaminase 7, GRIN3A LBD mod 2, mIAP inh 4 and MPTP inh 7.4.
O=C(NCc1cccnc1)C1CC(c2ccccc2O)=NO1 (stereo not given) was read as mIAP act 0.99, A3G deaminase -8, beta cell repl -1, hIAP activ 0.97, hIAP block 3, A3A deaminase -3, GRIN3A LBD mod 0, mIAP inh 1 and MPTP inh -1.3.
COc1cc(OC)cc(C(=O)NNC(=O)c2ccccc2Br)c1 was read as mIAP act 1, A3G deaminase -10, beta cell repl 0, hIAP activ 1.1, hIAP block -14, A3A deaminase 0, GRIN3A LBD mod 2, mIAP inh -2 and MPTP inh 7.8.
Screening CCCCCC/C=N/Nc1nnc(Cc2ccccc2)c(=O)[nH]1 returned mIAP act 0.95, A3G deaminase -8, beta cell repl 2, hIAP activ 1.2, hIAP block -17, A3A deaminase -1, GRIN3A LBD mod -1, mIAP inh 5 and MPTP inh -0.1.
For O=C1CC(Cc2ccccc2)C(=O)N1c1ccc(Cl)cn1 (stereo not given) the results were mIAP act 1.2, A3G deaminase -3, beta cell repl -1, hIAP activ 0.93, hIAP block 7, A3A deaminase -2, GRIN3A LBD mod 2, mIAP inh -15 and MPTP inh 7.6.

2 neighbouring records out of the list so far, for reference:
Screening CCCCCC/C=N/Nc1nnc(Cc2ccccc2)c(=O)[nH]1 returned mIAP act 0.95, A3G deaminase -8, beta cell repl 2, hIAP activ 1.2, hIAP block -17, A3A deaminase -1, GRIN3A LBD mod -1, mIAP inh 5 and MPTP inh -0.1.
For O=C1CC(Cc2ccccc2)C(=O)N1c1ccc(Cl)cn1 (stereo not given) the results were mIAP act 1.2, A3G deaminase -3, beta cell repl -1, hIAP activ 0.93, hIAP block 7, A3A deaminase -2, GRIN3A LBD mod 2, mIAP inh -15 and MPTP inh 7.6.

Other structures follow.
COc1ccc2[nH]c3c(c2c1)CCN1C(=O)N([C@@H](C)C(=O)NC2CCCCC2C)C(=O)[C@]31C (stereo not given in full) was read as mIAP act 0.96, A3G deaminase 30, beta cell repl -3, hIAP activ 1, hIAP block 0, A3A deaminase 2, GRIN3A LBD mod -2, mIAP inh 4 and MPTP inh -0.3.
`O=S(=O)(c1ccc(NC(=S)NN=C(C2CC2)C2CC2)cc1)N1CCOCC1` gave mIAP act 0.62, A3G deaminase 37, beta cell repl 1, hIAP activ 1, hIAP block -4, A3A deaminase 4, GRIN3A LBD mod 3, mIAP inh 38 and MPTP inh 0.9.
For Cc1ccccc1CNC(=O)C(=O)NCC1OCCCN1S(=O)(=O)c1ccc(F)cc1C (stereo not given) the results were mIAP act 0.95, A3G deaminase -5, beta cell repl -2, hIAP activ 1, hIAP block 0, A3A deaminase -4, GRIN3A LBD mod 0, mIAP inh 5 and MPTP inh -0.2.
For CC(NC(=O)C1CCC(CNS(=O)(=O)c2ccc3c(c2)C(C)(C)C(=O)N3C)CC1)c1ccccc1 (stereo not given) the results were mIAP act 1, A3G deaminase -2, beta cell repl 0, hIAP activ 0.88, hIAP block 12, A3A deaminase -4, GRIN3A LBD mod -4, mIAP inh -1 and MPTP inh -0.9.
Screening CC1(C)CC(=O)c2c(n(-c3cccc4ccccc34)ccc2=O)C1 returned mIAP act 0.95, A3G deaminase -2, beta cell repl 0, hIAP activ 0.9, hIAP block 10, A3A deaminase 1, GRIN3A LBD mod -3, mIAP inh 5 and MPTP inh -1.2.
Screening CCCOC(=O)c1ccc(Oc2c(-c3ccc(OC)cc3O)n[nH]c2C)cc1 returned mIAP act 0.98, A3G deaminase -5, beta cell repl -6, hIAP activ 1.8, hIAP block -80, A3A deaminase -12, GRIN3A LBD mod 9, mIAP inh 2 and MPTP inh 2.0.
Screening Cc1sc2ncnc(-n3cnc4ccccc43)c2c1C returned mIAP act 1, A3G deaminase -2, beta cell repl -1, hIAP activ 1, hIAP block -4, A3A deaminase 0, GRIN3A LBD mod 0, mIAP inh 0 and MPTP inh -0.2.
Screening Cc1ccc(NC(=O)c2[nH]cnc2C(=O)NN)cc1 returned mIAP act 0.97, A3G deaminase 21, beta cell repl -2, hIAP activ 2.1*, hIAP block -111, A3A deaminase 2, GRIN3A LBD mod 1, mIAP inh 2 and MPTP inh -2.0.
`Nc1nonc1-n1nnc(C(=O)N/N=C/c2cccnc2)c1CSC1=NCCS1` gave mIAP act 1, A3G deaminase -6, beta cell repl -2, hIAP activ 1.2, hIAP block -18, A3A deaminase 1, GRIN3A LBD mod -2, mIAP inh 0 and MPTP inh 7.2.
COc1ccccc1CO/N=C/c1cccn1-c1nccc(N(C)C)c1C#N was read as mIAP act 0.86, A3G deaminase -6, beta cell repl 3, hIAP activ 0.9, hIAP block 10, A3A deaminase -1, GRIN3A LBD mod 5, mIAP inh 14 and MPTP inh 0.0.
Screening Cc1cc(=O)c(C(=O)O)nn1-c1ccccc1 returned mIAP act 0.97, A3G deaminase -13, beta cell repl -2, hIAP activ 0.9, hIAP block 10, A3A deaminase -2, GRIN3A LBD mod -1, mIAP inh 2 and MPTP inh -3.9.
`Cc1c(Cl)cccc1Nc1nc(N)nc(CSc2nc3ccccc3s2)n1` gave mIAP act 0.95, A3G deaminase -4, beta cell repl -5, hIAP activ 0.95, hIAP block 5, A3A deaminase -1, GRIN3A LBD mod 11*, mIAP inh 5 and MPTP inh -0.7.
Screening CC1(C)CC(=O)C(C=NCCN2CCN(CC(=O)Nc3ccc(F)cc3)CC2)=C(O)C1 returned mIAP act 1.1, A3G deaminase -1, beta cell repl -1, hIAP activ 1.1, hIAP block -6, A3A deaminase 2, GRIN3A LBD mod 0, mIAP inh -6 and MPTP inh 2.8.
`O=C(CCCCCN1C(=O)[C@@H]2Cc3ccccc3CN2C1=O)Nc1ccccc1F` gave mIAP act 0.99, A3G deaminase 8, beta cell repl 0, hIAP activ 1.1, hIAP block -7, A3A deaminase 2, GRIN3A LBD mod -3, mIAP inh 1 and MPTP inh -1.2.
